Screening results deposited in PubChem by National Center for Advancing Translational Sciences (NCATS).
TRPV1 agonist – human TRPV1 agonism; activation, % at 8.33 µM; 320,000 tested, 0.19% active; TRPV1-expressing cells, Fluo-8 calcium influx, agonist mode; AID 540275; Q8NER1; in the data active means activation above about 80%; inconclusive means between about 30% and that limit; further: 0% is about no effect
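TRPV1-expressing cells were cultured overnight at 35.5C and loaded with Fluo-8 calcium dye for 40 to 90 min at room temperature. After a 10 s baseline, compound was added and calcium influx was read kinetically for 3 min (ex 480/em 520 nm).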
USP2a block – inhibitors of human ubiquitin-specific protease USP2a; O75604; USP2 core, Ub-CHOP2 coupled fluorogenic reporter, 485/531; Potency, µM (series often up to 38.3 µM), without a hit: at the highest dose activity change, negative = inhibition, hits mostly inhibitors; 330,000 tested, 0.01% active; AID 463254;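 further: potency means the concentration at half of the fitted maximal effect; plate controls were DMSO wells for no effect and full inhibition by NEM control for full effect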
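Deubiquitinase activity read as fluorescence (485/531 nm) after Ub-CHOP2 cleavage activates the enterokinase reporter on its substrate; USP2 core 10nM, Ub-CHOP2 and substrate 25nM each, 30min compound preincubation then 60min RT; data normalized to NEM, curves fitted.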
B2AR arrestin – beta2AR (human) beta-arrestin recruitment activity; P07550; beta-arrestin recruitment to beta2AR, cell-based reporter; Potency, µM (highest dose often 46.1 µM), inactives show top-dose activation, most hits filed as activators; 330,000 tested, 0.02% active; AID 492947;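 further: potency means the concentration at half of the fitted maximal effect; 0% = DMSO controls and full agonism = EC100 isoproterenol or metaproterenol; nearly all actives have a fitted effect of over 65% in size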
Giardia killer – Giardia lamblia killing | Giardia lamblia trophozoite viability | activity change, % at 7.66 µM, hits read low | 340,000 tested, 0.15% active | AID 540267; in the data active means activity change below about -80%; inconclusive means between about -30% and that limit;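 further: parasites exposed to compound for two days anaerobically before the ATP read; on the % scale 0 is the no-effect control and ±100 the full control effect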
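ATP-content bioluminescence gauges trophozoite survival. Cells (100/well) receive compound and incubate anaerobically for 48 hrs at 37 deg C; detection reagent follows for 15-30 min at room temperature.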
hERG WT inh – blocks the wildtype human KCNH2 potassium channel; activity change, % at 1.84 µM; AID 720551; 340,000 tested, 0.37% active; Q12809; U2OS, BacMam KCNH2, thallium flux FluxOr; active compounds read low;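 active means maximum activity change below -70%; inconclusive means maximum activity change between -70% and -50%; inactive means maximum activity change above -50%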; further: on the % scale 0 is the no-effect control and ±100 the full control effect
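U2OS cells were transduced with wild-type KCNH2 virus (2.03 x 10^8 / mL) for 4 h at room temperature, then cultured overnight at 37 C. Thallium flux was read with FluxOr dye. Rate constants were normalized to DMSO controls.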
KCNH2 3.1 inh – KCNH2 3.1 (human) potassium channel inhibition; U2OS KCNH2 3.1, thallium flux FluxOr; active compounds read low; activity change, % (tested at about 1.8 µM); 340,000 tested, 0.95% active; AID 720553;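 active means maximum activity change below -70%; inconclusive means maximum activity change from -70% to -50%; inactive means maximum activity change above -50%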;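 further: thallium influx rate constant from kinetic fluorescence after stimulation buffer; on the % scale 0 is the no-effect control and ±100 the full control effect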
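FluxOr-based Tl+ influx in U2OS cells transduced with KCNH2 3.1 virus; rate constants normalized to DMSO controls.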
GALK inhibitor – blocks human galactokinase activity. Potency, µM (titrated, usually from 57.5 µM), inactives show at the top dose activity change, negative = inhibition, hits mostly inhibitors. Purified GALK, Kinase-Glo residual ATP luminescence. AID 1868. 270,000 tested, 0.007% active. P51570; further: potency means the concentration at half of the fitted maximal effect; on the % scale 0 is the no-effect control and ±100 the full control effect
Target sequence (P51570 whole entry, looked up): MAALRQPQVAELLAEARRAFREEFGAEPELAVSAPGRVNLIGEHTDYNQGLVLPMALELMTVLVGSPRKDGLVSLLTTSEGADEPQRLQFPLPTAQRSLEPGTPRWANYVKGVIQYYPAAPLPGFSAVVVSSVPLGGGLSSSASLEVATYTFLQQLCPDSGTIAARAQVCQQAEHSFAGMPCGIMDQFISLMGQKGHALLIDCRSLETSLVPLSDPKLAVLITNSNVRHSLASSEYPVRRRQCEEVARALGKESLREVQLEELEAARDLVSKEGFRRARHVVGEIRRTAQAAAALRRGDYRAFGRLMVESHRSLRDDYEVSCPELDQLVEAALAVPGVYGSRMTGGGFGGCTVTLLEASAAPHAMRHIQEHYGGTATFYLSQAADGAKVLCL
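GALK at 5 nM final was combined with compound, 35 uM ATP and 100 uM galactose in HEPES pH8.0 with MgCl2 and DTT. The reaction ran one hour at room temperature before luminescent ATP detection.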
MLL CXXC-DNA inh – MLL CXXC-DNA interaction inhibition; Potency, µM (highest dose often 115 µM), without a hit: at the top dose activity change, negative = inhibition, usual class: inhibitors; MLL-CXXC / FITC-HOXA9 DNA fluorescence polarization; 290,000 tested, 0.037% active; active means well fitted inhibition curve with a large enough effect in the polarisation, with a control signal flat, not every such curve was filed as active; inconclusive means small, poorly fitted or top-dose-only effect, or effect the other way, or a change in a side signal; inactive means no such curve, though single readings can be large or run the other way; the % refers to the polarisation; further: potency means the concentration at half of the fitted maximal effect
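Purified MLL-CXXC (added from a 7 uM solution) was preincubated 5 min at ambient with pinned compounds in 50 mM Tris-HCl pH 7.5, 50 mM NaCl, 1 mM DTT, 0.05% BSA. Fluorescein-labeled HOX-A9 DNA (50 nM solution) followed, 30 min, then polarization read.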
PKM2 act – increases activity of human pyruvate kinase M2 | P14618 | Potency, µM (titrated, usually from 57.5 µM), for the others: at the highest dose activation, usual class: activators | 260,000 tested, 0.34% active | purified PKM2, Kinase-Glo ATP luminescence, activation; response scale: 0% is enzyme alone, no compound; further: potency means the concentration at half of the fitted maximal effect; on the % scale 0 is the no-effect control and ±100 the full control effect; nearly all actives have a fitted effect of over 55% in size
Target sequence (P14618 whole entry, looked up): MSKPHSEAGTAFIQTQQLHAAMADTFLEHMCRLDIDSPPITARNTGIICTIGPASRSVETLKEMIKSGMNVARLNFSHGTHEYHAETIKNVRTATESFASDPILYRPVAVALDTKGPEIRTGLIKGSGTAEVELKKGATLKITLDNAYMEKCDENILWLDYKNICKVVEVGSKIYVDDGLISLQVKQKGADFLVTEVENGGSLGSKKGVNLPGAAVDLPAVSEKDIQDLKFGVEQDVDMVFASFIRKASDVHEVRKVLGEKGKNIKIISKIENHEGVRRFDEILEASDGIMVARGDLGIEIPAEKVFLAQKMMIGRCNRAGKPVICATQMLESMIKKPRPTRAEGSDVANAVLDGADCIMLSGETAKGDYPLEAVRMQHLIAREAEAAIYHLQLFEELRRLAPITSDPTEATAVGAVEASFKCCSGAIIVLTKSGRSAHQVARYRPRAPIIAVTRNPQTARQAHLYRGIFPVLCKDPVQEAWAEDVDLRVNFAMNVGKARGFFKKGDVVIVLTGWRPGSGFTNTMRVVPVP
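hPK-M2, >95% pure; 0.1 mM ADP / 0.5 mM PEP final; imidazole pH7.2 buffer w/ 7 mM MgCl2, 50 mM KCl; 1 h RT; Kinase-Glo lum. Intermediate enzyme activity for dual inhibitor/activator qHTS.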
Menin MLL FP TR – displaces Texas Red mutant MLL peptide from human menin; O00255; Menin + Texas Red MLL mutant peptide, fluorescence polarization; Potency, µM (highest dose often 61.6 µM), without a hit: at the highest dose FP activity change, negative = inhibition, most hits filed as inhibitors; 270,000 tested, 0.23% active; active means well fitted inhibition curve with a large enough effect in the polarisation, with a control signal flat, not every such curve was filed as active; inconclusive means small, poorly fitted or top-dose-only effect, or effect the other way, or a change in a side signal; inactive means no such curve, though single readings can be large or run the other way; the % refers to the polarisation; further: potency means the concentration at half of the fitted maximal effect; % of control where 0% means no effect; many of its hits are not listed in these tables
FBPA coupling cs – coupling enzyme interference in Giardia aldolase counter-screen | coupling enzyme system counterscreen, AmpLite Red fluorescence | activity change, negative = inhibition, % at 58.2 µM, hits read low | 290,000 tested, 0.67% active; in the data active means activity change below about -30%; further: on the % scale 0 is the no-effect control and ±100 the full control effect
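Activity here indicates interference with the coupling reaction, not aldolase inhibition. Compounds at 57.5 uM final met coupling enzymes for 10 min at RT; substrate and AmpLite Red detection followed, with a 525/598 nm fluorescence read after 20 min.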
Starred values were filed as active, the others as inactive; ? = inconclusive; . = no result given. Unless noted, the call rests on the fitted dose curve; in most records, active means well fitted curve in the direction sought with a large enough effect; inconclusive means small, poorly fitted or top-dose-only effect, or another doubt; inactive means no such curve, though single readings can be large; an effect the other way counts as inactive or inconclusive. These rows are one share of the data; count on the stated rates, not on these rows.

SMILES	TRPV1 agonist	USP2a block	B2AR arrestin	Giardia killer	hERG WT inh	KCNH2 3.1 inh	GALK inhibitor	MLL CXXC-DNA inh	PKM2 act	Menin MLL FP TR	FBPA coupling cs
CCCCN(C(=O)NC(=O)Nc1ccccc1C)S(C)(=O)=O	1.2	-1.3%	0.2%	-3.6	6.4	-6.0	-2.9%	-16.0%	0.2%	?	-0.1
CN(C)c1ccc(/C=C/c2cc[n+]([O-])cc2)cc1	14.1	25.3%	-0.2%	.	.	.	-1.1%	?	6.7%	2.9%	-2.5
COc1ccc(CNC(=O)C(c2ccncc2)N(C(=O)Cc2cccs2)c2cccc(C)c2)cc1 (stereo not given)	.	1.3%	-0.4%	-10.4	10.8	1.9	-0.9%	-7.0%	-7.9%	.	-1.7
COc1ccc(N(CC(=O)Nc2ccc3c(c2)OCO3)S(=O)(=O)c2ccccc2)c(OC)c1	-3.4	-11.2%	-0.2%	3.1	4.6	-13.2	-0.6%	21.2%	-5.9%	17.1%	-10.7
O=C(/C(=C(/[O-])c1ccccc1)[n+]1ccccc1)c1ccc([N+](=O)[O-])cc1	-1.0	4.3%	-0.2%	2.2	4.0	4.8	3.1%	3.0%	-8.0%	-0.1%	-0.9
Cc1ccc(Nc2nc(NCCCN3CCOCC3)nc(N)c2[N+](=O)[O-])cc1C	3.3	1.8%	-0.4%	16.3	-0.7	-1.5	4.8%	12.7%	0.1%	-1.6%	-0.4
CC(CCc1ccccc1)NC(=O)CNc1cccc([N+](=O)[O-])c1 (stereo not given)	7.2	-1.7%	0.0%	1.1	27.2	20.3	6.2%	-8.1%	.	24.0%	0.7
O=C(NC1CCS(=O)(=O)C1)N1CCCCC1 (stereo not given)	-0.9	1.2%	-0.2%	-13.4	10.5	11.8	-2.1%	0.0%	-1.4%	-20.2%	-10.4
NS(=O)(=O)c1ccc(CNC(=O)C2CCCN2C(=O)c2cccs2)cc1 (stereo not given)	.	0.5%	0.1%	-8.4	0.9	6.2	.	.	.	.	.
CCNS(=O)(=O)c1cc(Br)ccc1OC	-4.1	-0.9%	0.1%	-4.8	3.8	2.7	0.2%	-0.9%	-5.2%	-0.3%	1.2
Cc1cc(C)c(NC(=O)CS(=O)CC(=O)N2CCN(c3ccc(F)cc3)CC2)c(C)c1 (stereo not given)	-5.8	-1.0%	-0.1%	0.2	1.7	-4.8	1.6%	-5.5%	-2.3%	0.3%	0.7
Cc1ccc(-c2nc3c(=O)n(C)c4ccccc4c3o2)cc1	-1.8	-0.4%	0.6%	-1.7	6.8	-0.1	-0.5%	-5.8%	3.8%	-14.5%	1.8
COc1ccccc1NC(=O)Nc1ncccc1C	8.2	-0.2%	0.3%	7.4	-0.3	-7.2	1.1%	-0.3%	-1.2%	1.4%	7.2
COc1ccccc1N(C(=O)CNC(=O)c1ccco1)C(C(=O)NC1CCCC1)c1ccncc1 (stereo not given)	-0.5	2.4%	0.0%	4.2	11.7	6.9	-2.3%	6.5%	-4.8%	5.4%	0.4
COc1cccc(NC(=S)N2CCCC2)c1	-1.7	2.6%	-1.4%	0.0	1.2	-6.8	1.4%	-3.5%	-2.3%	-2.5%	-0.7
COc1cc(OC)c(C2=NOC(C(=O)NCCc3ccccc3)C2)cc1Cl (stereo not given)	2.1	-1.4%	0.2%	3.4	3.5	-1.7	0.2%	2.0%	-3.7%	-6.7%	4.1
COc1ccc(S(=O)(=O)NCc2ccccn2)cc1OC	0.6	2.5%	0.3%	-2.4	-5.7	-7.9	2.2%	-4.5%	.	-5.1%	2.6
CCn1nc(NC(=O)c2ccco2)c2cc3cc(C)ccc3nc21	?	-0.8%	-0.9%	5.1	-4.1	-2.2	2.5%	-2.5%	0.4%	.	2.2
O=C(NS(=O)(=O)Oc1ccc(F)cc1F)OC[C@@H]1CCCN2CCCCC12 (stereo not given in full)	-0.6	0.7%	-0.2%	-15.8	3.8	0.3	-1.5%	-6.4%	.	1.8%	2.8
Cc1cnc([N+](=O)[O-])n1CCOC(=O)NC(=O)c1ccc(C(F)(F)F)cc1	-4.4	-0.2%	0.2%	-90.8*	1.7	-1.8	9.1%	-0.5%	.	2.9%	1.9
O=C1CCC(/C=C/c2ccccc2)=NN1Cc1ccc(Cl)c(Cl)c1	1.3	3.9%	-0.1%	-16.6	26.6	.	-3.3%	-0.8%	2.7%	-13.5%	-1.9
COc1ccc(/C=C2\SC(=O)N(CCC(=O)NCCCn3ccnc3)C2=O)cc1	0.0	1.4%	-0.8%	10.8	-0.4	-4.7	-2.6%	7.7%	.	.	.
CCC(C)NC(=O)CCc1c(C)nc2nc(-c3cc(OC)cc(OC)c3)nn2c1C (stereo not given)	0.2	-0.1%	-0.2%	20.7	-3.0	2.6	1.7%	1.7%	1.7%	-5.1%	1.8
Cc1ccc2nc(C)c(C(=O)N/N=C/c3ccc(C(=O)O)cc3)cc2c1	6.3	0.7%	-1.5%	-5.8	1.0	6.9	1.2%	3.4%	-2.3%	-7.1%	1.4
CCn1cc(C(=O)OCC(=O)c2cc(C)n(-c3ccc(OC(F)F)cc3)c2C)c(=O)c2ccc(C)nc21	-5.3	3.9%	-1.3%	-1.7	-8.6	-0.2	-0.7%	1.0%	-2.6%	?	5.0
COc1ccc(CC(=O)OCC(=O)N2CCN(S(=O)(=O)c3ccc(C)cc3C)CC2)cc1OC	4.0	-0.2%	-0.3%	-1.3	-4.4	8.7	.	.	.	.	.
O=C(COC(=O)C1COc2ccccc2O1)NC(=O)Nc1ccc2c(c1)OCCO2 (stereo not given)	-1.9	-0.5%	-0.5%	5.8	-6.4	-4.6	1.5%	0.6%	-4.6%	10.4%	-0.4
CCOc1cc(C2Nc3ccccc3C(=O)N2c2ccccc2)c(Br)cc1OCC(=O)O (stereo not given)	2.4	2.8%	-0.7%	-8.2	0.5	15.6	.	3.9%	-7.7%	-2.0%	10.5
C=CCN(C(=O)CNC(=O)c1ccco1)C(C(=O)NC1CCCCC1)c1ccccc1F (stereo not given)	0.8	-1.5%	0.3%	4.9	-7.6	-38.9	4.1%	-1.3%	-1.7%	-27.3%	-0.8
O=C(NC1CCCC1)C(c1ccncc1)N(C(=O)Cc1cccs1)c1ccccc1 (stereo not given)	0.7	3.3%	0.5%	2.3	-1.5	22.5	-1.3%	12.3%	-0.3%	-14.7%	-1.4
O=C(Nc1ccn(Cc2c(F)c(F)cc(F)c2F)n1)c1cccc(Cn2cc([N+](=O)[O-])cn2)c1	2.7	0.2%	-0.1%	0.0	-5.4	12.3	-4.4%	4.9%	1.3%	0.4%	0.7
CCC(ONc1ccccc1C(F)(F)F)(C(=O)NN(C)C)c1ccccc1 (stereo not given)	-7.3	-3.0%	0.0%	13.5	2.8	-30.9	.	.	.	.	.
COc1ccccc1OCCSc1nc2ccccc2c(=O)[nH]1	-1.3	-0.4%	-0.2%	-9.4	-3.5	-12.3	-4.8%	8.4%	-1.0%	1.0%	0.6
CCc1ccccc1NC(=O)c1noc(C(C)C)c1[N+](=O)[O-]	13.1	3.1%	-0.1%	-21.4	-1.9	.	1.4%	-2.3%	16.3%	-3.2%	0.1
COc1ccc(/C=C2\SC(=S)N(CCC(=O)Nc3ccc(C(=O)O)cc3)C2=O)cc1OC	-2.4	3.1%	-0.7%	-3.9	3.3	-5.9	-2.5%	?	.	?	1.9
CCNC(=O)NC(=O)COC(=O)c1cccc(NS(=O)(=O)/C=C/c2ccccc2)c1	-0.9	-2.1%	-1.3%	1.2	-6.1	-21.7	-3.2%	5.7%	3.3%	4.9%	1.0
Cc1ccc(CN(Cc2ccco2)C(=S)Nc2ccccc2C)cc1	8.2	2.0%	-0.5%	-11.8	0.8	-9.5	0.3%	5.0%	0.6%	-10.9%	0.2
Cn1c(=O)oc2cc(S(=O)(=O)NCCC(=O)NCCc3ccc(Cl)cc3)ccc21	2.3	-1.1%	-0.9%	-9.6	33.2	-7.0	0.2%	-4.4%	-0.3%	-8.4%	1.7
CN(CC(=O)Nc1ccccc1C(F)(F)F)C(=O)c1cc(-c2cccs2)nn1-c1ccccc1	5.6	-0.6%	-0.1%	-5.5	26.4	16.9	.	.	.	.	.

As a short view, part of the list above.
SMILES	TRPV1 agonist	USP2a block	B2AR arrestin	Giardia killer	hERG WT inh	KCNH2 3.1 inh	GALK inhibitor	MLL CXXC-DNA inh	PKM2 act	Menin MLL FP TR	FBPA coupling cs
CCc1ccccc1NC(=O)c1noc(C(C)C)c1[N+](=O)[O-]	13.1	3.1%	-0.1%	-21.4	-1.9	.	1.4%	-2.3%	16.3%	-3.2%	0.1
COc1ccc(/C=C2\SC(=S)N(CCC(=O)Nc3ccc(C(=O)O)cc3)C2=O)cc1OC	-2.4	3.1%	-0.7%	-3.9	3.3	-5.9	-2.5%	?	.	?	1.9
